Bioassay records from PubChem BioAssay.
TGFb inhibitor: blocks TGF-b signaling; HepG2 CAGA-GFP TGF-b/SMAD3 reporter, GFP fluorescence, 18 h; TGF-beta stimulated, 500 pg/mL final; Potency, µM (doses to about 46.1 µM), inactives show at the highest dose activity, negative = inhibition, hits mostly inhibitors; 410,000 compounds, 1.2% hits; AID 588855; also: potency is read from the fitted curve at half-maximal effect; % is scaled to controls: 0 for no effect and ±100 for the full control effect; nearly all actives have a fitted effect of over 65% in size
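Read-out: total well GFP (ex488/em500-530) summed from mean per-cell fluorescence. Cells: HEPG2 CAGA-GFP, 1% FBS DMEM, 18 h at 37 degrees C with 500 pg/mL final TGF-beta. Unstimulated wells served as the full-inhibition control; stimulated DMSO wells = 0%.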
MmCpn inh: inhibitors of Methanococcus maripaludis chaperonin (MmCpn) | purified Mm-Cpn ATPase, ADP Transcreener TR-FRET | Potency, µM (titrated, usually from 76.9 µM), inactives show at the top dose activity, negative = inhibition, most hits filed as inhibitors | 330,000 compounds, 0.031% hits | AID 504842; also: potency is read from the fitted curve at half-maximal effect; % is scaled to controls: 0 for no effect and ±100 for the full control effect; nearly all actives have a fitted effect of over 80% in size
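TR-FRET (320 nm excitation; 590 and 665 nm emission) reports ADP made from 10 uM ATP by 25 nM enzyme; compounds were preincubated 10 min, reaction run 30 min, both at 37°C.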
Nrf2 block: Nrf2 pathway inhibition | Potency, µM (top dose mostly 46 µM), inactives show at the top dose activity change, negative = inhibition, actives largely listed as inhibitors | AID 504444 | A549 ARE-Fluc reporter, luciferase luminescence, 18-24 h | 360,000 compounds, 2.1% hits; also: potency is read from the fitted curve at half-maximal effect; % is scaled to controls: 0 for no effect and ±100 for the full control effect; nearly all actives have a fitted effect of over 60% in size
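A549 ARE_Fluc cells, 5000/well, 5% FBS OPTI-MEM; compounds in dose-response, 18-24 h at 37 °C/5% CO2; CellTiter-Fluor viability read (Ex 405/Em 525), then BugLite luciferase luminescence = Nrf2 activity.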
EPAC2 ag: agonists of human EPAC2 (RAPGEF4) | EPAC2 activation, biochemical qHTS; response scale: 100% = 6.5 mM cAMP response | Potency, µM (doses to about 154 µM), for inactives: at the top dose activation, most hits filed as activators | 360,000 compounds, 0.079% hits | AID 720711; also: potency is read from the fitted curve at half-maximal effect; nearly all actives have a fitted effect of over 50% in size
Target sequence (Q8WZA2 whole entry, looked up): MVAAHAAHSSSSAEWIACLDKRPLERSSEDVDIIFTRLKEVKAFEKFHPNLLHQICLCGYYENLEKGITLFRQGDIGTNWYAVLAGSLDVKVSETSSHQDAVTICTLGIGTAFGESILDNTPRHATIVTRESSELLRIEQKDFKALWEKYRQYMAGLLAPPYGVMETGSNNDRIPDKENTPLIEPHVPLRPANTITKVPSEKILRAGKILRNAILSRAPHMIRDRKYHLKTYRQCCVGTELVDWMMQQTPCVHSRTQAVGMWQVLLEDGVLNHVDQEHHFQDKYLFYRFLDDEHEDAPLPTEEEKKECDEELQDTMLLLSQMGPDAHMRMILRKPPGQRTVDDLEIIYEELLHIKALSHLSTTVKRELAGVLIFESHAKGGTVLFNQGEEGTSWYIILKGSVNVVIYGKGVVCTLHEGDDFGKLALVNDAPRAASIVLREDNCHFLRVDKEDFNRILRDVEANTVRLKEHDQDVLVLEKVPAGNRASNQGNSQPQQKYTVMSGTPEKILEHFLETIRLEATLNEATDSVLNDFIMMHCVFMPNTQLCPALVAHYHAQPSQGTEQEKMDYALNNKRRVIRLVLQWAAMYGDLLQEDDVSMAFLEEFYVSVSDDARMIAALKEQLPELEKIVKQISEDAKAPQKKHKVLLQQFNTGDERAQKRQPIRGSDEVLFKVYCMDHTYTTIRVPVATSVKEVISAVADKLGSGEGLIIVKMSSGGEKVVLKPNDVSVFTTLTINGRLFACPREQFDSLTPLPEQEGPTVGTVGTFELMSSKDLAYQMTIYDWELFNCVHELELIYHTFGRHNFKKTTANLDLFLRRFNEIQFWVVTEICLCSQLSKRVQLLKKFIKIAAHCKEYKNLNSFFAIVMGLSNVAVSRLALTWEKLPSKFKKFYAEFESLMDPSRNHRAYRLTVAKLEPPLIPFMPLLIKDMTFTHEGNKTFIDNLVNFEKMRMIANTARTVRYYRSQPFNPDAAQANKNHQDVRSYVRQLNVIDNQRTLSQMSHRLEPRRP
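Setup: EPAC2 100 nM, labeled Rap1B complex 250 nM, free GDP 50 uM. Compound titrations pinned in, brief spin, 5 min room temperature incubation. Kinetic fluorescence read over 30 min, normalized to 6.5 mM cAMP.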
EPAC2 antagonist: antagonists of human EPAC2 | AID 720708 | EPAC2 GEF exchange of Rap1B-BODIPY-GDP, fluorescence | Potency, µM (doses to about 114 µM), without a hit: at the highest dose activity, negative = inhibition, most hits filed as inhibitors | Q8WZA2 | 360,000 compounds, 0.18% hits; also: potency is read from the fitted curve at half-maximal effect; % is scaled to controls: 0 for no effect and ±100 for the full control effect; nearly all actives have a fitted effect of over 45% in size; many of its hits are not listed in these tables
pAkt inh: blocks phosphorylation of Akt; Neuro2A IGF-stimulated pAkt S473 HTRF, 20 min; active compounds read low; activity change, % for hits at 50 µM; 360,000 compounds, 0.32% hits; in the data active = activity change below about -80%; inconclusive = mostly about -51% to -80%; also: % is scaled to controls: 0 for no effect and ±100 for the full control effect
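Neuro2A cells (4,500/well, DMEM with 0.5% FBS) were treated with compound at a single 50 µM final concentration, stimulated with 6 nM IGF for 20 min at 37 °C, and lysed. Phospho-Akt Ser473 was read by HTRF as 665/615 ratio ×10^4.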
Nrf2 ARE act: activates Nrf2 signaling. AREc32 ARE-luciferase reporter (MCF7-derived line), luminescence, 24 h. Potency, µM (titrated, usually from 46.1 µM), without a hit: top-dose activation, hits mostly activators. 410,000 compounds, 0.31% hits. AID 624171; also: potency is read from the fitted curve at half-maximal effect; % of control where 0% means no effect; nearly all actives have a fitted effect of over 65% in size
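ARE activation measured as luciferase luminescence (Steady-Glo, 30 min RT) in AREc32_Fluc cells after 24 hr compound exposure at 37 deg C, 5% CO2; cells seeded overnight at 1000/well in OPTI-MEM, 5% FBS.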
CCT modulator: changes cytosolic chaperonin activity; purified chaperonin ATPase assay, HTRF ADP detection, 30 min; activity change, % (test concentration not listed), hits read low; 360,000 compounds, 0.3% hits; in the data active = activity change below about -30%; also: % is scaled to controls: 0 for no effect and ±100 for the full control effect
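First, chaperonin was dispensed at 40 nM or 20 nM final depending on batch activity. Next, compounds were pinned at 76 uM and ATP added at 10 uM. After 30 min at 37 °C, ADP detection reagents ran 30 min at ambient temperature.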
A549 tox: A549 cytotoxicity, counter-screen for Nrf2 inhibitors; A549 ARE-Fluc cells, CellTiter-Fluor viability, 18-24 h; AID 504648; Potency, µM (top dose mostly 46 µM), without a hit: top-dose activity change, negative = cytotoxicity, usual class: inhibitors; 390,000 compounds, 0.16% hits; also: potency is read from the fitted curve at half-maximal effect; % is scaled to controls: 0 for no effect and ±100 for the full control effect
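A549 ARE_Fluc cells in 5% FBS OPTI-MEM were exposed to compounds in concentration-response for 18-24 h at 37 deg C. Viability was read by CellTiter-Fluor fluorescence (Ex 405/Em 525) after 30 min, before the luciferase read.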
An asterisk follows results filed as active; i = inactive; ? = inconclusive; . = not tested or not shown; & = joins results of further samples; [ ] = remark or other dose. Unless noted, calls follow the shape of the dose curve; as a rule, active = well fitted curve in the direction sought with a large enough effect; inconclusive = small, poorly fitted or top-dose-only effect, or another doubt; inactive = no such curve, though single readings can be large; an effect the other way counts as inactive or inconclusive.

molecule	TGFb inhibitor	MmCpn inh	Nrf2 block	EPAC2 ag	EPAC2 antagonist	pAkt inh	Nrf2 ARE act	CCT modulator	A549 tox
N#CC1=C(N)Oc2c(c(=O)oc3ccccc23)C1c1cccnc1 (stereo unspecified)	-4.8%	2.2%	?	-1.0%	13.8%	i	0.3%	1.1	-1.1%
COc1ccc(C(=O)Nc2ccc(S(=O)(=O)N(Cc3ccccc3)c3ccccc3)cc2)cc1	-27.2%	.	7.31µM*	.	.	.	1.0%	.	-1.0%
CC(C)(C)c1ccc(/C=C2\Oc3cc(OC(=O)N4CCOCC4)ccc3C2=O)cc1	?	1.2%	?	10.8%	-17.8%	i	5.8%	1.0	?
CC(=O)N1N=C(c2cccnc2)CC1c1ccccc1O (stereo unspecified)	?	-0.7%	?	1.1%	-1.5%	i	2.7%	-2.6	-0.6%
Cc1ccsc1/C=N/NC(=O)c1cccc(S(=O)(=O)Nc2ccccc2Cl)c1	-4.6%	-1.7%	?	11.4%	-3.0%	i	0.4%	-3.3	-19.3%
Cn1c(O)c(C(c2ccccn2)c2c(O)n(C)c(=S)[nH]c2=O)c(=O)[nH]c1=S	-1.2%	-2.1%	-11.9%	-8.6%	0.0%	i	4.4%	0.2	1.4%
CN(C)c1ccc(/C=C2/C(=O)NC(=O)N(Cc3ccco3)C2=O)cc1	?	-1.1%	9.9%	6.3%	4.8%	i	-0.5%	-1.6	-2.5%
COc1ccc2c(c1)CC1(CN2C)C(=O)NC(=O)N(c2ccc(F)cc2)C1=O (stereo unspecified)	33.5%[activator]	0.1%	-13.3%	-6.8%	6.4%	i	9.8%	-0.4	3.2%
COc1ccc(OC)c(NC2=NCCCS2)c1	-18.2%	-3.2%	4.7%	-2.9%	14.2%	i	0.3%	-0.1	-0.9%
CC(Oc1ccc(Br)cc1)C(=O)N(Cc1nc(-c2ccccc2)no1)C(C)C (stereo unspecified)	?	.	?	.	.	.	-0.5%	.	-20.6%
Cc1ccc(Cn2nnnc2CN2CCC(n3nnc4ccccc43)CC2)cc1	-22.7%	-2.8%	?	0.3%	-1.7%	i	-0.9%	-0.1	-13.9%
Cc1ccnc(NS(=O)(=O)c2cc([N+](=O)[O-])ccc2C)c1	?	-6.4%	-2.4%	3.1%	3.1%	i	-0.5%	-1.0	4.6%
O=C1NCN(c2ccccc2)C12CCN(C(c1cc3ccccc3o1)c1nnnn1-c1ccc3c(c1)OCCO3)CC2 (stereo unspecified)	?	.	.	3.9%	12.2%	i	0.3%	0.5	.
C[N+](C)(C)CC#CCN1CCCC1=O	2.4%	.	-14.0%	3.3%	26.7%	i	1.0%	0.3	-8.5%
CC(C)(C)n1nnnc1C(CCc1ccccc1)N1CCC2(CC1)C(=O)NCN2c1ccccc1 (stereo unspecified)	?	.	.	5.5%	-18.0%	i	-2.7%	-1.2	.

Next section
molecule	TGFb inhibitor	MmCpn inh	Nrf2 block	EPAC2 ag	EPAC2 antagonist	pAkt inh	Nrf2 ARE act	CCT modulator	A549 tox
CC(Cc1ccccc1)[n+]1cc(/N=C(\[O-])Nc2ccccc2)on1 (stereo unspecified)	5.6%	-0.6%	-1.9%	1.4%	-5.4%	i	0.9%	-0.8	-9.4%
O=C(Cn1cnc2ccccc2c1=O)NCCC(=O)N1CCC2(CC1)OCCO2	10.0%	-2.3%	-16.8%	-7.6%	0.2%	i	-0.3%	0.4	-4.2%
CC(=O)c1ccc(OC(=O)N2CCOCC2)cc1	?	-2.9%	?	-3.3%	-3.2%	i	0.8%	-0.3	7.0%
CN1C[C@H](C(=O)N[C@]2(C)O[C@@]3(O)[C@@H]4CCCN4C(=O)[C@H](Cc4ccccc4)N3C2=O)CC2c3cccc4[nH]cc(c34)C[C@H]21 (stereo partly specified)	-1.0%&-22.4%	0.8%&-2.9%	-8.4%&-15.8%	-0.1%&-4.8%	5.1%&12.6%	i	8.4%&17.7%	-1.3&0.2	-6.5%&-10.1%
CC(=NCc1ccc(F)cc1)c1c(O)n(C)c(=O)n(C)c1=O	12.9%	0.4%	-29.3%	1.7%	2.8%	i	-0.4%	0.4	-6.2%
CCC(=NCC1CCCO1)c1c(O)n(-c2ccc(OC)cc2)c(=O)[nH]c1=O (stereo unspecified)	7.2%	0.3%	?	10.9%	0.3%	i	-0.6%	-2.7	2.4%
C=CCn1c(O)c(C(C)=Nc2cccc(C(F)(F)F)c2)c(=O)[nH]c1=O	11.6%	1.8%	-1.6%	-7.8%	4.2%	i	-0.4%	0.3	-4.7%
O=C(Nc1ccc(F)c([N+](=O)[O-])c1)N1C[C@H]2C[C@@H](C1)c1cccc(=O)n1C2	14.2%	1.3%	-4.2%	5.1%	0.3%	i	-0.4%	-2.4	-11.2%
CN(C)c1ccc2c(c1)N=C(c1ccco1)OP2(=S)N1CCOCC1 (stereo unspecified)	2.0%	-1.8%	?	5.5%	-0.9%	i	13.4%	0.8	2.8%
O=C1NC(=O)N(Cc2ccc(F)cc2)C(=O)/C1=C\c1ccoc1	229.2%[activator]	-6.6%	-4.6%	6.8%	4.4%	i	0.0%	-1.7	-6.6%
CC[N+](CC)(CC)CCCCCCCCCC[N+](CC)(CC)CC	0.2%	0.0%	1.6%	-1.7%	8.1%	i	0.4%	1.7	9.8%
CC[C@@H](C)[C@H](C(CC(=O)N1CCCC1[C@@H](OC)[C@H](C)C(=O)N[C@H](Cc1ccccc1)c1nccs1)OC)N(C)C(=O)[C@H](NC(=O)[C@@H](C(C)C)N(C)C)C(C)C (stereo partly specified)	-61.9%	.	?	-4.4%	-4.3%	i	0.6%	-1.7	?
O=C1Nc2ccccc2Oc2ccccc21	-15.2%	.	.	6.4%	-2.2%	i	0.1%	-1.4	.
Cc1cccc(OCCn2c(=O)oc3ccc(C)cc32)c1	-5.2%	-3.1%	9.5%	17.6%	?	i	5.0%	-0.1	22.3%
CCc1ccc(CN2CCCC(C(=O)c3sccc3C)C2)o1 (stereo unspecified)	-4.3%	1.1%	-16.3%	10.0%	1.7%	i	0.6%	-2.7	7.9%

Remaining list, next part:
molecule	TGFb inhibitor	MmCpn inh	Nrf2 block	EPAC2 ag	EPAC2 antagonist	pAkt inh	Nrf2 ARE act	CCT modulator	A549 tox
Cc1ccc(N=C(/N=C(\N)N[N+](=O)[O-])Nc2ccc(C)cc2)cc1	-2.7%	.	10.8%	11.6%	3.8%	i	-0.3%	-1.4	4.4%
CC(=O)O[C@@H]1CC[C@]2(C)C3CC[C@@]4(C)C(C[C@@H](O)[C@@H]4O)C3[C@@H](OC(C)=O)C[C@H]2C1 (stereo partly specified)	-2.8%	-0.2%	-20.1%	-1.1%	8.3%	i	-0.1%	0.8	-1.4%
O=[N+]([O-])NC1=NCN(Cc2ccco2)CN1Cc1ccco1	0.0%	-0.4%	3.7%	7.7%	-9.4%	i	2.8%	-1.5	13.1%
CC(=O)O[C@H]1CC[C@]2(C)C3CC[C@@]4(C)C(C[C@@H](O)[C@@H]4O)C3[C@@H](OC(C)=O)C[C@H]2C1 (stereo partly specified)	-2.3%	.	.	-0.9%	5.8%	i	-0.6%	-0.8	.
O=C1NC(=O)C(CCc2ccncc2)(c2ccccc2)C(=O)N1	7.4%	1.5%	-11.2%	1.9%	18.4%	i	0.2%	2.7	-14.2%
COC(=O)C1C(C(=O)O)C2(Cl)C(Cl)=C(Cl)C1(Cl)C2(Cl)Cl (stereo unspecified)	-16.9%	.	-22.3%	6.7%	-12.8%	i	-0.3%	-0.8	-0.8%
COC(=O)C1=C(c2ccc(OC)c(OC)c2)C[C@@H]2CC[C@H]1N2C(=O)NCc1ccc(F)cc1	-1.1%	-1.1%	5.0%	-0.1%	10.8%	i	-0.1%	0.8	-1.8%
Cc1ccccc1CN1CCCN(Cc2ccc(Cl)cc2)S1(=O)=O	-3.5%	-8.9%	2.1%	16.6%	?	i	0.1%	-0.3	11.8%
CC(=O)Nc1ccc(S(=O)(=O)N2CCSC2c2ccc(C)cc2)cc1 (stereo unspecified)	0.8%	-0.5%	?	9.8%	-4.9%	i	0.3%	-0.8	-19.8%
O=c1[nH]c(=O)n(CCc2ccccc2)c(O)c1C=NCc1ccc2c(c1)OCO2	17.9%	-0.3%	-24.8%	-0.4%	-1.8%	i	0.3%	-2.7	3.2%
CCN1CCN(Cc2cc(OC)c3c(c2)OCO3)CC1	6.4%	0.2%	12.9%	1.0%	14.9%	i	-0.7%	-2.3	4.4%
C[C@H]1CN([C@@H](C)CO)C(=O)CCCn2nncc2CO[C@@H]1CN(C)C(=O)Oc1ccccc1	14.5%	.	.	-4.3%	11.5%	i	-0.9%	-7.8	.
CCCCCCn1c(=O)c(C(=O)Nc2cnccn2)c(O)c2ccccc21	-8.9%	-0.4%	4.11µM*	3.7%	-7.6%	i	0.0%	-19.9	?
O=C(c1cc(Br)ccc1Cl)N1CCC2(CC1)OCCO2	31.5%	0.3%	-4.9%	5.9%	10.4%	i	0.0%	-1.3	-1.1%
O=C(c1ccccc1F)N1CCN(Cc2nc3sc4c(c3c(=O)[nH]2)CCCC4)CC1	?	1.0%	?	-2.1%	-2.6%	i	0.0%	-1.3	-5.5%
FC(F)(F)c1ccc2c(c1)ncn2C1CCN(Cc2nnnn2C2CCCCC2)CC1	?	-0.3%	?	-4.9%	-8.2%	i	2.6%	-0.1	-6.5%
CC(C)CC(=O)Nc1ccc(S(=O)(=O)N2CC3CC(C2)c2cccc(=O)n2C3)cc1 (stereo unspecified)	2.8%	1.5%	-2.0%	9.4%	-4.8%	i	-0.4%	1.8	-0.5%
COc1ccc(C(CC(=O)N2CCC3(CC2)OCCO3)NS(=O)(=O)c2ccc(OC)cc2)cc1 (stereo unspecified)	2.5%	-0.2%	.	9.8%	-4.0%	i	2.2%	-2.8	-6.9%

Not all compounds are listed. The share of hits here may be higher or lower than overall.
